NOD2-RIPK2 inh – NOD2-RIPK2 binding disruptors in cells, primary screen, fluorescence, CHO cells, BLA complementation. CCF4 ratio. inhibition, % at 4.98 µM. 0.38% of 360,000 active. AID 624267, 2012; in the data active = inhibition above about 21%;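 also: 0% = vehicle only and 100% = reference blocker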
TLR9-MyD88 block – inhibitors of TLR9-MyD88 association in cells, primary screen, cell-based, CHO, BLA complementation, fluorescence. CCF4 FRET ratio. 0.21% of 340,000 active. inhibition, % at 4.98 µM. AID 504734, 2011. Toll-like receptor 9 (Homo sapiens) + Myeloid differentiation primary response protein …;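 active = inhibition above the mean over all tested compounds plus 3 SD, cut at about 21% in these data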;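 also: 0% = DMSO only wells and 100% = clavulanate BLA inhibitor control wells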
NR5A2 inv ag – LRH-1 (NR5A2) inverse agonists, primary screen, cell-based, luminescence, HEK293T, StAR-luciferase reporter; inhibition, % at 3.6 µM; 0.13% of 360,000 active; Nuclear receptor subfamily 5 group A member 2 (Homo sapiens), O00482; LRH-1 transfected, 24 h;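 active = inhibition above the mean inhibition of all tested compounds plus 3 SD, cut at about 73% in these data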;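 also: 0% = DMSO wells and 100% = reporter-only cells lacking LRH-1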
TWEAK-Fn14 inh – inhibitors of TWEAK-Fn14 signaling, primary screen, luciferase reporter cells, uHTS; inhibition, % at 10 µM; 2% of 360,000 active; TWEAK-stimulated Fn14 reporter cells, luciferase luminescence, 8 h; in the data active = inhibition above about 50%
NCOA3 inh – SRC3 coactivator transcriptional activity inhibitors, primary screen, cell-based, luminescence | inhibition, % at 3.6 µM | HEK293 GAL4-SRC3 luciferase reporter | Nuclear receptor coactivator 3 (Homo sapiens), Q9Y6Q9 | 0.17% of 360,000 active;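 active = inhibition above a per-campaign cutoff, the mean of all compounds plus 3 SD, cut at about 60% in these data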;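 also: 0% = DMSO-treated cells and 100% = gossypol-treated cells at 36 µM; higher means less SRC3-driven luciferase light from the GAL4 reporter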
SRC1 inh – SRC1 coactivator transcriptional activity inhibitors, primary screen, cell-based, luminescence; inhibition, % at 3.6 µM; AID 588354, 2011; HEK293 GAL4-SRC1 luciferase reporter; 0.12% of 360,000 active;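 active = inhibition above the campaign mean plus 3 SD, with each screening campaign given its own cutoff, cut at about 60% in these data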;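 also: 0% = DMSO treated cells and 100% = gossypol at 36 µM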
COUP-TFII inh – NR2F2 transcriptional activity inhibitors, primary screen, cell-based, luciferase reporter, HEK293T, luminescence; HEK293T NGFI-A luciferase reporter; inhibition, % at 8.6 µM; AID 686940, 2013; COUP transcription factor 2 (Homo sapiens), P24468; 0.7% of 370,000 active;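 active = inhibition above a per-plate cutoff, mean inhibition of test wells between control levels plus 3 SD, cut at about 38% in these data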;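 also: cells cotransfected with COUP-TFII expression vector driving the NGFI-A reporter; 0% = median of COUP-TF2 test wells and 100% = reporter-only cells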
Granule exo inh – LAMP-1 surface exposure blockers, TALL-104 cells – cell-based, flow cytometry, MLPCN library, primary screen | TALL-104 LAMP-1 surface exposure; cells stimulated with thapsigargin and PMA | inhibition, % at 10 µM | 0.66% of 360,000 active | AID 651702, 2012;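 active = inhibition above about 55%, limit read from the data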
SRC2 inh – inhibition of GAL4-SRC2 driven luciferase reporter, primary screen, SRC2 inhibitor project, cell-based, luminescence | HEK293 GAL4-SRC2 luciferase reporter | Nuclear receptor coactivator 2 (Homo sapiens), Q15596 | inhibition, % at 9 µM | 0.17% of 370,000 active | AID 651957, 2012;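 active = inhibition above the mean inhibition of all tested compounds plus 3 SD, set per campaign, cut at about 52% in these data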;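 also: 0% = DMSO treated cells and 100% = cells given Gossypol at 36 µM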
Target sequence (Q15596 whole entry, looked up, the tested form may be a part): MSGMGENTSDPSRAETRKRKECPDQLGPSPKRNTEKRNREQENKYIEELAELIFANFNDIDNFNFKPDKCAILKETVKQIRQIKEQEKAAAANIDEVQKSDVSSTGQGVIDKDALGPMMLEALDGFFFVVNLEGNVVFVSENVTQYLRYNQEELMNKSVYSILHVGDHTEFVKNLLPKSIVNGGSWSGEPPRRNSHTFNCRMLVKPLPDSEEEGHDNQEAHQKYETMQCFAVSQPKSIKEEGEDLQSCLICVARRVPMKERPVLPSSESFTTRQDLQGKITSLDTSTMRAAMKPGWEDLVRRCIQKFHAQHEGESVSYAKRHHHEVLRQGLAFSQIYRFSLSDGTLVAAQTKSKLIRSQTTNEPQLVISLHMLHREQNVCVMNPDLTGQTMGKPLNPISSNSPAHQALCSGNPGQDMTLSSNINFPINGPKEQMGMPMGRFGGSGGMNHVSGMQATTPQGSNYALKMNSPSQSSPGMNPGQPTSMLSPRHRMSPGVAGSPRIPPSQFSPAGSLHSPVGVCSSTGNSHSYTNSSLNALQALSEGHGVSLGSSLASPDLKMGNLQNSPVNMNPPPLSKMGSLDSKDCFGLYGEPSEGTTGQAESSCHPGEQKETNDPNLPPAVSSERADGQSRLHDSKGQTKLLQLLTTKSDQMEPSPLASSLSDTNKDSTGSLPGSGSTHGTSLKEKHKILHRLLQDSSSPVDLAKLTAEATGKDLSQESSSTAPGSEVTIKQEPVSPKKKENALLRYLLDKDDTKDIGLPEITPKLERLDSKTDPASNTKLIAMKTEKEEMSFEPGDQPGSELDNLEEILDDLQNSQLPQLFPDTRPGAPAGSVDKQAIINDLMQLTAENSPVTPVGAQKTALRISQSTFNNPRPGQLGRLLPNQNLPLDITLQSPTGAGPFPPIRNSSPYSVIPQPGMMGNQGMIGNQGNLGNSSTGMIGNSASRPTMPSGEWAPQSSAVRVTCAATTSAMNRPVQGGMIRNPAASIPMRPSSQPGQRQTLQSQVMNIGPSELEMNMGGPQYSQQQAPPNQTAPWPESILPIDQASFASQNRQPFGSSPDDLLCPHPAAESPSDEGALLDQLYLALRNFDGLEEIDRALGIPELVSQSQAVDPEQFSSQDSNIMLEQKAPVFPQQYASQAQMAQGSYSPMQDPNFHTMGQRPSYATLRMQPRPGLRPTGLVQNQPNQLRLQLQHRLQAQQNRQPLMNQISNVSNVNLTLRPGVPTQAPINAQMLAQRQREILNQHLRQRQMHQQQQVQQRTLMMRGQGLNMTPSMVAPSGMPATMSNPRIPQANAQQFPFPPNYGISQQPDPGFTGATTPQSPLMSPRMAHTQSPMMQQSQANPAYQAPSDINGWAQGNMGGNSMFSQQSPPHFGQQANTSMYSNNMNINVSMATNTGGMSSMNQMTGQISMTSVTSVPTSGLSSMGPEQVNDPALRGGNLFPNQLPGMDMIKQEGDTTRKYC
ABHD5 PLIN5 PPI – ABHD5-PLIN5 interaction inhibitors, primary screen, cell lysate, split luciferase complementation, luminescence; AID 602281, 2012; Perilipin-5 (Homo sapiens) + 1-acylglycerol-3-phosphate O-acyltransferase ABHD5 (Homo …; 0.78% of 360,000 active; Split G. princeps luciferase complementation, 4 h; inhibition, % at 4 µM;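 active = inhibition above the mean inhibition across every tested compound plus 3 SD, cut at about 22% in these data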;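 also: 0% = DMSO only wells and the 100% control is not disclosed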
TROY signal inh – inhibitors of TROY-driven NF-kB signaling, primary screen, Q293 LMP1-TROYcd cells, NF-kB luciferase, uHTS; Q293 LMP1-TROYcd NF-kB luciferase reporter, 4 h; inhibition, % at 10 µM; 0.98% of 360,000 active; AID 1347056, 2019;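 active = compounds whose plate-normalised and pattern-corrected inhibition of the luciferase reporter signal at the single screening dose is 50% or more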
* = called active by the depositor. These rows are one share of the data; the hit share may differ from the screen's.

For COC(=O)[C@]1(C)N[C@H](c2ccc(SC3CCCCC3)cc2)[C@@H]2C(=O)N(C)C(=O)[C@@H]21 the results were NOD2-RIPK2 inh -1, TLR9-MyD88 block -5, NR5A2 inv ag 10, TWEAK-Fn14 inh 17, NCOA3 inh -8, SRC1 inh -18, COUP-TFII inh -7, Granule exo inh 9, SRC2 inh 7, ABHD5 PLIN5 PPI 4 and TROY signal inh -19.
For O=C(O)/C=C/C(=O)NCCC1=CCCCC1 the results were NOD2-RIPK2 inh 1, TLR9-MyD88 block 1, NR5A2 inv ag -6, TWEAK-Fn14 inh -8, NCOA3 inh 7, SRC1 inh 6, COUP-TFII inh -16, Granule exo inh 0, SRC2 inh -6, ABHD5 PLIN5 PPI 2 and TROY signal inh 12.
Screening CCCOc1ncnc2c1[nH]c1ccc(OC)cc12 returned NOD2-RIPK2 inh 5, TLR9-MyD88 block 9, NR5A2 inv ag -160, TWEAK-Fn14 inh 17, NCOA3 inh -63, SRC1 inh -93, COUP-TFII inh -9, Granule exo inh 2, SRC2 inh -24, ABHD5 PLIN5 PPI 3 and TROY signal inh -42.
`O=C(CN1CCOCC1)Nc1cccc(C(=O)Nc2cccc(C(F)(F)F)c2)c1` gave NOD2-RIPK2 inh 3, TLR9-MyD88 block 12, NR5A2 inv ag 2, TWEAK-Fn14 inh 11, NCOA3 inh 0, SRC1 inh -6, COUP-TFII inh 1, Granule exo inh 2, SRC2 inh -12, ABHD5 PLIN5 PPI -7 and TROY signal inh 21.
`NC(=O)COC(=O)CN1C(=O)C2CCCCC2C1=O` (stereo not given) gave NOD2-RIPK2 inh -11, TLR9-MyD88 block 0, NR5A2 inv ag -28, TWEAK-Fn14 inh 3, NCOA3 inh 19, SRC1 inh 0, COUP-TFII inh -10, Granule exo inh -1, SRC2 inh -12, ABHD5 PLIN5 PPI 2 and TROY signal inh 13.
For CCc1nc2ccc(Cc3ccc4nc(CC)[nH]c4c3)cc2[nH]1 the results were NOD2-RIPK2 inh -2, TLR9-MyD88 block -8, NR5A2 inv ag -34, TWEAK-Fn14 inh 11, NCOA3 inh -7, SRC1 inh -16, COUP-TFII inh 9, Granule exo inh -18, SRC2 inh -41, ABHD5 PLIN5 PPI -14 and TROY signal inh 20.
Screening OC1(c2ccc(F)cc2)CCN(Cc2ccccc2)C1 (stereo not given) returned NOD2-RIPK2 inh -14, TLR9-MyD88 block -1, NR5A2 inv ag -13, TWEAK-Fn14 inh -5, NCOA3 inh 20, SRC1 inh 8, COUP-TFII inh 1, Granule exo inh 0, SRC2 inh 4, ABHD5 PLIN5 PPI 0 and TROY signal inh -21.
For NC(=O)C1(Nc2ccc(-c3ccc(Cl)cc3)cc2)CCCC1 the results were NOD2-RIPK2 inh -26, TLR9-MyD88 block -7, NR5A2 inv ag -62, TWEAK-Fn14 inh -11, NCOA3 inh -64, SRC1 inh -36, COUP-TFII inh -33, Granule exo inh 5, SRC2 inh -19, ABHD5 PLIN5 PPI -4 and TROY signal inh -37.
Cc1ccc(S(=O)(=O)NCCCCCC(=O)Nc2nccs2)cc1 was read as NOD2-RIPK2 inh -4, TLR9-MyD88 block -5, NR5A2 inv ag 14, TWEAK-Fn14 inh 29, NCOA3 inh 6, SRC1 inh 21, COUP-TFII inh -5, Granule exo inh 12, SRC2 inh 1, ABHD5 PLIN5 PPI 0 and TROY signal inh -21.
`CC(C)n1c(O)c(N=NC(=O)c2ccccc2NS(=O)(=O)c2cccs2)c2ccccc21` gave NOD2-RIPK2 inh -14, TLR9-MyD88 block -6, NR5A2 inv ag -20, TWEAK-Fn14 inh -13, NCOA3 inh 5, SRC1 inh -5, COUP-TFII inh 0, Granule exo inh -2, SRC2 inh 1, ABHD5 PLIN5 PPI -6 and TROY signal inh 7.

Reprinted from the part before: two entries, followed by the next part.
Cc1ccc(S(=O)(=O)NCCCCCC(=O)Nc2nccs2)cc1 was read as NOD2-RIPK2 inh -4, TLR9-MyD88 block -5, NR5A2 inv ag 14, TWEAK-Fn14 inh 29, NCOA3 inh 6, SRC1 inh 21, COUP-TFII inh -5, Granule exo inh 12, SRC2 inh 1, ABHD5 PLIN5 PPI 0 and TROY signal inh -21.
`CC(C)n1c(O)c(N=NC(=O)c2ccccc2NS(=O)(=O)c2cccs2)c2ccccc21` gave NOD2-RIPK2 inh -14, TLR9-MyD88 block -6, NR5A2 inv ag -20, TWEAK-Fn14 inh -13, NCOA3 inh 5, SRC1 inh -5, COUP-TFII inh 0, Granule exo inh -2, SRC2 inh 1, ABHD5 PLIN5 PPI -6 and TROY signal inh 7.
Screening COc1ccc(OCC(O)CNS(=O)(=O)c2ccc(NC(C)=O)cc2)cc1 (stereo not given) returned NOD2-RIPK2 inh -1, TLR9-MyD88 block -3, NR5A2 inv ag 17, TWEAK-Fn14 inh -15, NCOA3 inh 4, SRC1 inh 1, COUP-TFII inh 12, Granule exo inh -10, SRC2 inh 2, ABHD5 PLIN5 PPI 0 and TROY signal inh 11.
Cc1cc(C)c2c(=O)n3c(nc2c1)C(CC(C)C)NC(=O)c1cc2ccccc2cc1-3 (stereo not given) was read as NOD2-RIPK2 inh -8, TLR9-MyD88 block 10, NR5A2 inv ag 15, TWEAK-Fn14 inh -19, NCOA3 inh 17, SRC1 inh -17, COUP-TFII inh -12, Granule exo inh -1, SRC2 inh 8, ABHD5 PLIN5 PPI 1 and TROY signal inh 16.
CCCCOc1ccc(C(=O)NCC(=O)NCC(c2ccc(OC)cc2)N2CCOCC2)cc1 (stereo not given) was read as NOD2-RIPK2 inh -2, TLR9-MyD88 block -8, NR5A2 inv ag 4, TWEAK-Fn14 inh 7, NCOA3 inh 13, SRC1 inh 3, COUP-TFII inh 7, Granule exo inh 3, SRC2 inh 23, ABHD5 PLIN5 PPI -10 and TROY signal inh 10.
CC1OC(OC2C(Oc3c(-c4ccc(O)cc4)oc4cc(O)cc(O)c4c3=O)OC(COC3O[C@@H](C)[C@H](O)[C@@H](O)C3O)C(O)C2O)C(O)C(O)C1O (stereo not given in full) was read as NOD2-RIPK2 inh -7, TLR9-MyD88 block -8, NR5A2 inv ag 4, TWEAK-Fn14 inh 15, NCOA3 inh 19, SRC1 inh 0, COUP-TFII inh 15, Granule exo inh -2, SRC2 inh 5, ABHD5 PLIN5 PPI 0 and TROY signal inh -4.
For Cc1cccc(NC(=O)c2nc[nH]c2C(=O)N[C@H](C)CO)c1 the results were NOD2-RIPK2 inh 2, TLR9-MyD88 block -1, NR5A2 inv ag -4, TWEAK-Fn14 inh 10, NCOA3 inh -9, SRC1 inh 0, COUP-TFII inh -5, Granule exo inh 7, SRC2 inh 0, ABHD5 PLIN5 PPI 1 and TROY signal inh -4.
Screening Cc1nnc(NC(=O)c2ccc(S(=O)(=O)N3CCCCCC3)cc2)o1 returned NOD2-RIPK2 inh 4, TLR9-MyD88 block 0, NR5A2 inv ag 20, TWEAK-Fn14 inh 2, NCOA3 inh -7, SRC1 inh 1, COUP-TFII inh 6, Granule exo inh -1, SRC2 inh -20, ABHD5 PLIN5 PPI 2 and TROY signal inh 11.
Screening C[C@@H]1CN([C@H](C)CO)C(=O)c2cc(Br)cnc2O[C@@H]1CN(C)C(=O)c1cccc(F)c1 returned NOD2-RIPK2 inh 4, TLR9-MyD88 block -2, NR5A2 inv ag 0, TWEAK-Fn14 inh -20, NCOA3 inh 7, SRC1 inh 5, COUP-TFII inh 0, Granule exo inh 1, SRC2 inh 7, ABHD5 PLIN5 PPI 2 and TROY signal inh -11.
For CCN(CC)C(=O)C1CCN(c2ncnc3c2cnn3-c2ccc(C)cc2C)CC1 the results were NOD2-RIPK2 inh -4, TLR9-MyD88 block -14, NR5A2 inv ag 3, TWEAK-Fn14 inh -6, NCOA3 inh 6, SRC1 inh -6, COUP-TFII inh 4, Granule exo inh 1, SRC2 inh -2, ABHD5 PLIN5 PPI 8 and TROY signal inh 1.
Screening CCCCN(C(C)=O)c1c(CC)nc2ccc(C(=O)Nc3cccc(OCC(=O)N(C)C)c3)cn12 returned NOD2-RIPK2 inh 2, NR5A2 inv ag 2, TWEAK-Fn14 inh -2, NCOA3 inh 10, SRC1 inh 7, COUP-TFII inh 4, Granule exo inh -3, SRC2 inh 5, ABHD5 PLIN5 PPI 9 and TROY signal inh 2.
For COc1ccc(Cl)cc1Nc1nc(C)cc(=O)[nH]1 the results were NOD2-RIPK2 inh -9, TLR9-MyD88 block -14, NR5A2 inv ag -18, TWEAK-Fn14 inh 5, NCOA3 inh -15, SRC1 inh -38, COUP-TFII inh 1, Granule exo inh -2, SRC2 inh 15, ABHD5 PLIN5 PPI 3 and TROY signal inh -10.
CCOC(=O)CSc1nc2cc(C(=O)NCc3ccco3)ccc2c(=O)n1C1CCCCC1 was read as NOD2-RIPK2 inh -8, TLR9-MyD88 block 5, NR5A2 inv ag -11, TWEAK-Fn14 inh -31, NCOA3 inh -12, SRC1 inh -3, Granule exo inh -5, ABHD5 PLIN5 PPI 1 and TROY signal inh -5.
Screening COc1ccccc1Cn1c(=S)[nH]c2cc(C(=O)NC(C)C)ccc2c1=O returned NOD2-RIPK2 inh 8, TLR9-MyD88 block -1, NR5A2 inv ag -9, TWEAK-Fn14 inh 4, NCOA3 inh -9, SRC1 inh 6, COUP-TFII inh 16, Granule exo inh -8, SRC2 inh -3, ABHD5 PLIN5 PPI 1 and TROY signal inh -33.
`CCCCN1C(=O)C(CC(=O)NCC2CCCCC2)CC(C(=O)N2CCOCC2)=C1C` (stereo not given) gave NOD2-RIPK2 inh 4, TLR9-MyD88 block -3, NR5A2 inv ag -7, TWEAK-Fn14 inh 8, NCOA3 inh -20, SRC1 inh -6, COUP-TFII inh -16, Granule exo inh -1, SRC2 inh -26, ABHD5 PLIN5 PPI -6 and TROY signal inh -8.
CCOC(=O)c1cn(-c2ccccc2)nc1-c1cccnc1 was read as NOD2-RIPK2 inh 0, TLR9-MyD88 block -4, NR5A2 inv ag 8, TWEAK-Fn14 inh 1, NCOA3 inh 4, SRC1 inh 20, COUP-TFII inh 13, Granule exo inh 2, SRC2 inh 24, ABHD5 PLIN5 PPI 0 and TROY signal inh -5.
NC(=O)c1c(NC(=O)CSc2nc(N)cc(=O)[nH]2)sc2c1CCCC2 was read as NOD2-RIPK2 inh 1, TLR9-MyD88 block 4, NR5A2 inv ag 16, TWEAK-Fn14 inh 28, NCOA3 inh 23, SRC1 inh -3, COUP-TFII inh -1, Granule exo inh -2, SRC2 inh 16, ABHD5 PLIN5 PPI 0 and TROY signal inh 13.
